Source: PubChem BioAssay
Lmaj promast = Leishmania major promastigote growth inhibition | Leishmania major promastigotes, resazurin fluorescence viability | inhibition, % at 10 µM | 200,000 compounds, 9% hits | AID 1063; in the data active means inhibition above about 50%;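 further: promastigotes grown with compound for 44 hours at 28 °C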
PPARg SRC3 recr = promotes SRC-3 coactivator recruitment by human PPARgamma | P37231 | biochemical PPARgamma/SRC-3 coactivator recruitment assay | activation, % at 8 µM | 200,000 compounds, 0.26% hits | AID 731; in the data active means activation above about 23%;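 further: 0% = DMSO and 100% = reference agonist; some compounds past the cut are filed as inactive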
Target sequence (P37231 whole entry, looked up): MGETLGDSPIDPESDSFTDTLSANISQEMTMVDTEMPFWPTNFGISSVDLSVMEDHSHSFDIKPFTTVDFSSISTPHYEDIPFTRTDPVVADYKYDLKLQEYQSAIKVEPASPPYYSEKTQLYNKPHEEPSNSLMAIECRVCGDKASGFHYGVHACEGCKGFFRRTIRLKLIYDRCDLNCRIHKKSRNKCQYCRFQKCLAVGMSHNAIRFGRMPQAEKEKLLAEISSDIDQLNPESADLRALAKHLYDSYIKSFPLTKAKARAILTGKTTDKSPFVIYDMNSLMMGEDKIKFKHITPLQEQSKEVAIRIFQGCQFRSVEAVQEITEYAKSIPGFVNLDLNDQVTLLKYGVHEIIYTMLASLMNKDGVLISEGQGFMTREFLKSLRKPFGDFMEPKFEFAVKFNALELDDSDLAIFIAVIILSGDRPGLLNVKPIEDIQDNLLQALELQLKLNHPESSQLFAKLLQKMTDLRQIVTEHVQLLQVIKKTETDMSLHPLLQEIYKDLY
Redox H2O2 prof = compounds producing H2O2 with reducing agent – biochemical, NIH compound library profiling, artefact control for MLSCN library redox annotation, primary screen. DTT-dependent redox cycling H2O2, phenol red/HRP absorbance; 100% = 100 µM peroxide control, 0% = buffer. activation, % at 10 µM. 200,000 compounds, 0.03% hits. AID 878;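 active means activation of at least 50% relative to the plate's high and low controls in the primary single-dose screen; inactive means activation below 50%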;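 further: compound incubated with DTT at 0.8 mM final as the reducing agent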
RAM inhibit = blocks the yeast RAM network | S. cerevisiae dse1pr::URA3 reporter, 5-FOA growth OD615, 2 d; analog-sensitive cbk1-as2 kinase mutant strain | inhibition, % at 50 µM | 190,000 compounds, 1.8% hits;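 active means inhibition above a set limit, 3 SD over mean compound inhibition, cut at about 8.4% in these data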;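 further: 0% = DMSO-only wells with no growth and 100% = 10 µM 1-NA-PP1 full growth; inhibition rescues growth on 5-FOA so higher OD means more RAM inhibition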
ROMK primary = modulators of human ROMK potassium channel; 130,000 compounds, 2% hits; Tet-inducible ROMK, thallium flux fluorescence; actives lie on both sides; AID 1918; B-score at 10 µM;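 active means signal ratio slope over the read window, or its plate-corrected B-score, at least 3 SD from the plate mean, either direction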;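 further: B-score of the F/F0 ratio slope over 7 to 12 s after thallium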
Target sequence (P48048 whole entry, looked up): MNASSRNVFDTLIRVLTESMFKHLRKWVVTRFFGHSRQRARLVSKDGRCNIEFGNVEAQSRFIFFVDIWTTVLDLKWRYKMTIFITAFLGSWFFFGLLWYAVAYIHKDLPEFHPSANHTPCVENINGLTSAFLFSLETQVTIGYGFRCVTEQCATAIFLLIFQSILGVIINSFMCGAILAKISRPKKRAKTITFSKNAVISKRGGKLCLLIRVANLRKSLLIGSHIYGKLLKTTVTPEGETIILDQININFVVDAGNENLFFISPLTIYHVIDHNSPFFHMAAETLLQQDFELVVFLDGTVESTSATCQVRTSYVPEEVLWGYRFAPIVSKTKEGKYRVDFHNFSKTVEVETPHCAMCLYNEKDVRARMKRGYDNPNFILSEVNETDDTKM
PPARg SRC-1 ag = agonists of human PPARgamma SRC-1 coactivator recruitment. P37231. PPARgamma-SRC-1 coactivator recruitment biochemical assay. activation, % at 8 µM. 200,000 compounds, 0.41% hits. AID 631; in the data active means activation above about 19%;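 further: 0% = DMSO and 100% = reference agonist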
S1P3 antag = blocks the human S1P3 receptor; AID 485; Q99500; inhibition, % at 4.98 µM; 170,000 compounds, 0.27% hits; CHO S1P3 NFAT-BLA reporter, FRET fluorescence, antagonist mode;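 active means inhibition above the plate cutoff, the mean inhibition of test wells on that plate plus 3 SD, cut at about 28% in these data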;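 further: cells challenged with S1P at its EC80 of 0.8 µM; blue over green emission ratio from cleaved BLA substrate after 4 h stimulation; 0% = S1P-stimulated wells and 100% = unstimulated DMSO-only wells; some compounds past the cut are filed as inactive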
PPARg SRC2 recr = agonists of SRC-2 recruitment by human PPARgamma; 200,000 compounds, 0.34% hits; PPARgamma LBD-SRC-2 recruitment, biochemical; activation, % at 8 µM; in the data active means activation above about 22%;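 further: 0% = vehicle and 100% = reference agonist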
HMGR II inh = E. faecalis class II HMG-CoA reductase inhibition | purified E. faecalis HMGR, NADPH absorbance 340 nm kinetic | inhibition, % at 10 µM | 190,000 compounds, 0.41% hits;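 active means inhibition above a set limit, the median over all tested compounds plus 3 SD, cut at about 9.5% in these data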;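 further: enzyme runs in reverse so mevalonate oxidation gives rising NADPH absorbance; 0% = complete reaction with DMSO and 100% = background rate lacking mevalonate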
bIAP inh = intestinal alkaline phosphatase (bovine) inhibition | purified bovine IAP, CDP-star luminescence, 30 min | inhibition, % at 20 µM | 190,000 tested, under 10 active | AID 1019;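 active means over 50% inhibition of intestinal alkaline phosphatase at 20 µM in the single-dose screen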
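Assay system – bovine IAP enzyme · Quantity – bovine IAP at 1/65,000,000 final dilution · Detection – CDP-star luminescence signal · Times – 30 min reaction at room temperature · Also added – CDP-star substrate at 30 µM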
TR-FRET SRC-2 ct = flags TR-FRET format artefacts in PPARgamma SRC-2 recruitment agonist screen. TR-FRET artefact counter-screen; active compounds read high. TR-FRET ratio at 8 µM. 200,000 compounds, 0.4% hits; in the data active means TR-FRET ratio above about 2000; further: inactives centre near 1500; reference of the scale not given here
The depositor's hits bear a star; . = not tested or not shown; & = joins results of further samples.

SMILES	Lmaj promast	PPARg SRC3 recr	Redox H2O2 prof	RAM inhibit	ROMK primary	PPARg SRC-1 ag	S1P3 antag	PPARg SRC2 recr	HMGR II inh	bIAP inh	TR-FRET SRC-2 ct
CSc1ccccc1NC(=O)COC(=O)Cc1cccs1	-4	4	-0.3	0.1	.	1	-8	-1	-3	-2	1677
CCN(CC#CCC1(O)c2ccccc2-c2ccccc21)C(C)C	-5	-14	0.3	0.4	.	-2	.	4	-5	-6	1449
COc1cccc(NC(=O)Cn2nc(Cc3cccnc3)c3ccccc3c2=O)c1	3	5	-1.5	0.9	.	10	.	3	2	3	1700
CCOC(=O)c1ccc(NC(=O)c2ccccc2[N+](=O)[O-])cc1	2	-1	0.0	0.0	.	-7	1	-10	-3	6	1447
O=c1c(Cc2ccc(F)cc2)c(O)ccn1Cc1ccc(F)cc1	31	-1	-0.1	1.4	0.69	3	0	1	-2	-9	1528
COc1ccc(-c2csc(NC(=O)CSc3ncn[nH]3)n2)cc1OC	4	3	-0.2	0.0	-1.4	8	-21	8	-5	-38	1447
Cc1ccc(C(=O)Oc2cc(C)[nH]c(=O)c2[N+](=O)[O-])cc1	-5	8	-1.4	0.6	.	6	3	6	-1	-3	1508
CC(C)(CO)CNC(=O)CC1C(=O)NCCN1CC(c1ccccc1)c1ccccc1 (stereo not drawn)	-1	3	0.1	-1.7	-0.29	12	-14	7	-2	-6	1678
O=C(CNCc1cccs1)Nc1ccc(S(=O)(=O)N2CCCCC2)cc1	0	5	-0.3	2.6	0.59	3	5	3	-4	2	1722
CN(Cc1cccnc1)C(=O)CNC(=O)c1ccc(Cl)cc1Cl	8	1	-0.7	-0.2	1.8	3	-5	0	-5	-7	1603
Cc1ccc(C)n1-c1ccc(-c2ccn[nH]2)cc1	5	5	-2.4	1.0	-0.00021	7	-20	13	-6	-17	1522
COc1cc(C(=O)Nc2ccc(C)cn2)c([N+](=O)[O-])cc1OC	-5	-3	0.3	4.7	-0.41	4	12	2	-3	-4	1547
Cc1cc(C)[n+]2n1C(=O)C(c1ccccc1)=C2[O-]	-1&36	-3&0	-1.5&0.9	1.9&2.1	0.11&-0.19	0&-4	-11&7	2&-3	3&-4	-3&0	1816&1436
CCCCNC(=O)Nc1c(C(=O)OC)[nH]c2ccc(C)cc12	-2	5	-0.2	2.0	0.48	-1	.	9	-1	-2	1576
COCCNC(=O)C(c1ccco1)N(C(=O)Cn1nnc2ccccc21)c1ccccc1C (stereo not drawn)	7	-4	3.3	0.2	.	5	2	-2	-2	7	1490
O=S(=O)(CC(CN1CCOCC1)N1CCOCC1)c1ccccc1 (stereo not drawn)	5	2	-0.4	0.2	0.32	-3	-2	-1	3	-3	1432
O=CNC(=O)c1ccccc1C(=O)O	-3	7	2.7	1.4	-0.31	5	.	0	-5	10	1637
CCOc1ccccc1Nc1nnc(SCC(=O)Nc2nc(-c3ccc(OC)cc3)cs2)s1	1	7	0.9	2.8	0.5	6	-19	7	-2	-2	2038*
CCC(=O)Nc1ccc(C(=O)N2CCN(C(=O)c3ccco3)CC2)cc1	1	0	-0.3	1.9	-0.75	0	-5	-8	-2	4	1380
O=S(=O)(NCCSc1ccccc1)c1ccc(F)cc1	-3	8	0.9	-0.2	.	2	-8	8	-2	36	1607
CC(C)CCNC(=O)CCS(=O)(=O)c1cccc2nonc12	-7	-2	-2.7	1.2	.	-3	.	2	-5	12	1675
Cc1cccc(C2NC(c3cccc(C)c3)C([N+](=O)[O-])C(C)(C)C2[N+](=O)[O-])c1 (stereo not drawn)	10	0	0.5	3.9	.	0	1	6	-4	-9	1555
CN(C)CCn1c(=S)[nH]c2ccccc2c1=O	0	10	-0.2	-0.7	-1.1	4	.	10	1	1	1579
O=C(CCc1ccccc1)N1N=C(c2ccncc2)CC1(O)C(F)(F)F (stereo not drawn)	15	4	0.1	-0.1	0.28	4	2	4	-1	4	1620
C#CCOCCOCCOCCNc1nc(N2CCN(C(=O)[C@H](CCC(=O)O)n3cc(C(N)CC(C)C)nn3)CC2)nc(N2CCN(C(=O)[C@H](Cc3cc4ccccc4[nH]3)n3cc(C(N)CC(C)C)nn3)CC2)n1 (stereo partly drawn)	-9	2	-1.0	-0.2	.	2	-20	1	-1	-15	1434
O=C(COc1ccc(Cl)cc1)NCc1nnc(SCC(=O)NC2CCCC2)o1	-6	-7	-0.1	1.9	-0.18	-5	.	1	-3	10	1425
CC(C)NC(=O)CSc1nc2[nH]ncc2c(=O)[nH]1	-9	0	7.3	0.5	-0.65	8	2	-5	1	2	1627
O=C(CSCCO)Nc1ccccc1	-7	7	0.1	1.5	1.3	0	.	4	-7	5	1581
CCCCCNC(=O)c1ccc2c(=O)n(CC3CCCO3)c(=S)[nH]c2c1 (stereo not drawn)	9	-3	-0.2	5.1	-0.42	-6	-22	-6	-2	4	1320
Cn1c(=O)c2c(nc(N/N=C/c3cccs3)n2Cc2ccc(Br)cc2)n(C)c1=O	60*	-1	0.4	6.8	.	-2	-2	-3	3	-10	1465
CCOc1ccc(CCN2C(=O)c3cccnc3C2=O)cc1OCC	-11	4	-0.1	0.2	-0.91	-2	-7	-1	-2	-3	1718
Cc1cc(C(=O)Nc2ccc(S(=O)(=O)Nc3onc(C)c3C)cc2)c(C)o1	-5	9	-0.7	6.2	.	-2	-8	5	0	4	1516
FC(F)(F)c1cccc(NC(=S)N2CCN(c3ccccc3)CC2)c1	33	-2	-0.1	3.3	0.24	0	1	-5	-3	9	1584
COc1cc(C(=O)Oc2ccc3c(c2)OCC3=O)cc(OC)c1OC	-7	14	2.5	0.3	.	6	.	12	2	-3	1622
CCNc1nc2ccccc2[nH]1	15	-3	0.1	-0.1	-0.11	-8	.	1	-1	16	1404
CN(C)C(=S)SCC(=O)NCc1ccc(F)cc1	-2	1	-2.1	2.5	0.27	-4	-10	-3	-6	2	1478
O=Cc1ccc(-c2ccc(Cl)cc2Cl)[nH]1	8	0	-1.8	2.2	-0.13	-4	-1	8	-14	2	1533
C#CCSc1nnc(-c2ccccc2)c(=O)[nH]1	-6	9	-0.3	4.4	.	4	-8	22*	2	1	1756
COc1ccc(C(N)=O)cc1NC(=O)CC(O)(C(F)(F)F)C(F)(F)F	5	0	1.9	1.5	0.53	7	30	6	2	11	1538
COc1ccc(C2=NOC(COC(=O)c3ccc4ccccc4n3)C2)cc1 (stereo not drawn)	-5	4	0.1	1.2	.	0	7	4	0	-2	1474
CN(C)c1oc(-c2ccco2)nc1C#N	3	8	0.5	0.4	-0.048	3	-3	10	4	-1	1640
Cc1ccc(S(=O)(=O)N2N=C3CCCCC3C2(O)C(F)(F)F)cc1 (stereo not drawn)	-2	1	-0.7	1.2	0.74	1	2	9	-3	-20	1634
O=C(NC1CCCc2ccccc21)c1cccc(Br)c1 (stereo not drawn)	11	2	-0.4	4.7	-0.014	-2	8	4	-2	-33	1424
COc1ccc(CCn2c(N3CCN(C)CC3)nc3c2c(=O)[nH]c(=O)n3C)cc1	-1	4	0.0	-0.1	-0.079	0	-22	1	-5	7	1554
COc1ccc(CNC(=O)Cc2csc(Nc3nc(=S)[nH]c4ccccc34)n2)cc1	-6	19	-4.8	3.1	.	2	.	-3	-5	-7	1696
Cc1ccc(C)c(NC(=S)NCc2cccn2C)c1	3	1	0.3	1.2	-0.62	1	.	4	-5	9	1627
C/C(=N\N1CCN(C2c3ccccc3-c3ccccc32)CC1)c1cccnc1	10	-3	2.3	-0.8	.	0	.	-2	5	-6	1405
COc1ccc(OCC(=O)NCc2cccnc2)cc1	-13	1	2.2	-0.6	1.3	0	-19	0	-1	15	1431
COc1ccc(/C(O)=C2/C(=O)C(=O)N(CCN(C)C)C2c2ccccn2)cc1OC (stereo not drawn)	8	-6	0.4	0.5	0.18	5	.	1	1	-2	1600
CC(=O)NS(=O)(=O)c1ccc(NC(=O)c2cc(-c3cccs3)nc3ccccc23)cc1	-5	6	0.0	2.0	0.52	6	-9	8	-6	8	1782
CCOC(=O)c1c(NC(=O)c2nn(CC)cc2Br)sc2c1CCCCC2	17	-3	0.5	8.2	.	4	-16	-6	0	1	1432
O=C(CCc1nc2ccccc2s1)OCc1ccccc1	56*	3	.	1.7	.	-1	-7	2	2	2	1653
COc1ccc(NC2c3ncccc3C(=O)N2Cc2cccs2)cc1 (stereo not drawn)	-9	0	0.8	1.3	.	5	11	11	-11	-11	1841
Cc1cccc(NC(=O)Cn2c(=O)n(CCC(=O)NC3CCCC3)c(=O)c3ccccc32)c1	-3	3	-2.0	3.5	.	5	.	2	2	6	1587
COCCN(CC(=O)NCc1ccc(OC)cc1)C(=O)CCC(=O)Nc1nccs1	-9	-3	0.2	0.7	.	0	-10	4	-1	4	1581
O=C(CSc1nc2ccc(S(=O)(=O)N3CCOCC3)cc2[nH]1)N1CCOCC1	-1	22	0.4	2.9	1.1	1	.	6	0	0	1552
CC(C)CSc1nc2c(c(=O)[nH]c(=O)n2C)n1CC(O)COc1cccc2ccccc12 (stereo not drawn)	1	0	1.4	5.8	-2.6	9	-11	2	1	-8	1529
CC(C)(C)c1ccccc1OCCN1CCCC1	90*	-5	-0.3	-0.5	0.54	5	33	-2	-8	4	1621
CC(=O)Nc1cccc(S(C)(=O)=O)c1	7	-2	-0.3	0.1	0.37	2	-15	0	-2	9	1361
CCOC(=O)C1(Cc2cccc(F)c2)CCN(Cc2cn(CC)nc2C)CC1	71*	0	7.7	0.9	-0.86	4	-3	-2	-2	-9	1551

Structures listed above printed as active in PPARg SRC2 recr:
compound,PPARg SRC3 recr,Redox H2O2 prof,RAM inhibit,ROMK primary,PPARg SRC-1 ag,S1P3 antag,PPARg SRC2 recr,HMGR II inh,bIAP inh
C#CCSc1nnc(-c2ccccc2)c(=O)[nH]1,9,-0.3,4.4,.,4,-8,22*,2,1

(list continues)
SMILES	Lmaj promast	PPARg SRC3 recr	Redox H2O2 prof	RAM inhibit	ROMK primary	PPARg SRC-1 ag	S1P3 antag	PPARg SRC2 recr	HMGR II inh	bIAP inh	TR-FRET SRC-2 ct
Cc1cccc(NC(=O)C23CCC(C)(C(=O)O2)C3(C)C)c1 (stereo not drawn)	2	-3	-2.3	-0.1	-0.1	-10	-10	-5	-1	-3	1272
COc1ccccc1N(CC(O)COc1ccccc1)S(=O)(=O)c1ccccc1 (stereo not drawn)	15	1	0.1	5.0	0.31	-1	7	7	1	11	1727
Oc1ccc(-c2nncn2-c2ccccc2)cc1	-9	8	-0.1	2.8	0.0097	12	3	11	-3	-16	1681
S=C(NCc1ccc(Cl)cc1)NC1CCCCC1	57*	3	0.3	11*	-0.53	0	0	-9	-1	-1	1482
